From PubChem
DRD3 antagonist = D3 dopamine receptor (human) antagonism; max response, negative = inhibition, %; P35462; AID 652054; D3R cells, DiscoveRx beta-arrestin luminescence, antagonist mode; hits give low values; 360,000 compounds, 2.5% hits; in the data active means max response below about -50%; inconclusive means no clear call, values can overlap the other calls; further: on the % scale 0 is the no-effect control and ±100 the full control effect; mostly tested at two doses, the higher about 12 µM
Target sequence (P35462 whole entry, looked up): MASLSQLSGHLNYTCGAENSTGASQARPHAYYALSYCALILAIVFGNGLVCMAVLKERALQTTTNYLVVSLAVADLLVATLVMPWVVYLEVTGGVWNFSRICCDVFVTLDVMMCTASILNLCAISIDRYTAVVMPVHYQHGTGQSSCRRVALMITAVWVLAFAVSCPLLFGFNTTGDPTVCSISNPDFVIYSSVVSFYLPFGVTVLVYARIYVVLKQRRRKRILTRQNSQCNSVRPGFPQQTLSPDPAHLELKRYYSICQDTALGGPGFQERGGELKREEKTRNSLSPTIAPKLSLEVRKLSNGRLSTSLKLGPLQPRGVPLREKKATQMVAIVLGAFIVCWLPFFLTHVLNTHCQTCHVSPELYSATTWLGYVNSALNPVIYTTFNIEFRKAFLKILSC
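Cells plated overnight at 1500 cells/well, then exposed to library compounds with dopamine controls for 90 minutes at 37 degrees C. DiscoveRx reagent added for 30–60 minutes at room temperature; luminescence read, quantitative HTS format.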
GLP1R ag = GLP-1 receptor (human) agonism. P43220. HEK293 GLP-1R CRE-luciferase, luminescence, 4-6 h; cells express a hypersensitive GLP-1R form. Potency, µM (highest dose often 45.6 µM), inactives show top-dose activation, most hits filed as activators. 380,000 compounds, 0.007% hits. AID 624172; further: potency means the concentration at half of the fitted maximal effect; % of control where 0% means no effect
Target sequence (P43220 whole entry, looked up): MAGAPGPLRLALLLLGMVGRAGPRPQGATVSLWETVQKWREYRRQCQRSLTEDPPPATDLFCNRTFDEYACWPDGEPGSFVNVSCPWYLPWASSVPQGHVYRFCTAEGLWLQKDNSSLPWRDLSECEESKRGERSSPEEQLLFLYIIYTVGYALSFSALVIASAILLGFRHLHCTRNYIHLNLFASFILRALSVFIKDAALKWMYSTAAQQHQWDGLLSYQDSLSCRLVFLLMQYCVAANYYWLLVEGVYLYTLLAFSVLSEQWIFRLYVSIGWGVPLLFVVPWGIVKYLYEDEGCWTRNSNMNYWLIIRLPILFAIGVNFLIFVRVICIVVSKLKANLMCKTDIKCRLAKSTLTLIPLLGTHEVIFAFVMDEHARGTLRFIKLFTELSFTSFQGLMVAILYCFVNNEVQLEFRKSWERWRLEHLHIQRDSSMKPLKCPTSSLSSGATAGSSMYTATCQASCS
DRD3 agonist = agonists of human D3 dopamine receptor; D3R DiscoveRx beta-arrestin cells, luminescence, 90 min; 410,000 compounds, 0.58% hits; max activation, %; in the data active means max activation above about 30%; further: 0% is about no effect; mostly tested at two doses, the higher about 12 µM
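Agonist-mode cell screen: cells plated at 1500/well and incubated overnight at 37 °C, then exposed to library compounds for 90 min at 37 °C. Detection reagent was added for 30–60 min at room temperature, and luminescence was read.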
IL-1B inflam inh = inflammasome signaling inhibition, IL-1 beta readout. THP-1 LPS/ATP IL-1B secretion, AlphaLISA, 16 h; hits give low values. activity change, % at 57.5 µM. 360,000 compounds, 4.7% hits; in the data active means activity change below about -50%; inconclusive means mostly about -30% to -49%; further: on the % scale 0 is the no-effect control and ±100 the full control effect
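Secreted IL-1B measured by AlphaLISA bead assay after 16 h compound exposure of THP-1 cells; compounds (final up to 57.5 uM) added 1 h before LPS (250 ng/mL) and ATP (1.25 mM) stimulation; lower signal means less secretion.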
KB-3-1 tox = KB-3-1 parental cell cytotoxicity; KB-3-1 viability, CellTiter-Glo ATP luminescence, 72 h; Potency, µM (titrated, usually from 46.1 µM), inactives show at the highest dose activity change, negative = cytotoxic, hits mostly cytotoxic; 400,000 compounds, 1.4% hits; AID 1347075; further: potency means the concentration at half of the fitted maximal effect; on the % scale 0 is the no-effect control and ±100 the full control effect; nearly all actives have a fitted effect of over 60% in size
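Cytotoxicity in the drug-sensitive parental line KB-3-1 was scored as loss of CellTiter-Glo luminescence following 72 h incubation with compound. Values come from curve fitting of normalized concentration-response data.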
SW480 rerep = induces DNA re-replication in SW480 colon adenocarcinoma cells; SW480 DNA re-replication, Hoechst DNA content imaging, 48 h; Potency, µM (top dose mostly 46.1 µM), for inactives: top-dose re-replication activation, usual class: activators; 340,000 compounds, 1.8% hits; further: potency means the concentration at half of the fitted maximal effect; % of control where 0% means no effect; nearly all actives have a fitted effect of over 55% in size
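Readout is total intensity of Hoechst-stained nuclei, excited at 405 nm and collected at 500-530 nm. Compound treatment lasted 48 hr at 37 C in 5% CO2 before staining.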
HT1080 IDH1KD tx = kills HT-1080 cells with IDH1 knockdown; 360,000 compounds, 2% hits; HT-1080 IDH1 knockdown viability, ATP luminescence, 48 h; AID 686971; Potency, µM (top dose mostly 46.1 µM), for inactives: at the top dose activity, negative = toxicity, actives largely listed as cytotoxic;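 further: potency means the concentration at half of the fitted maximal effect; 0% = DMSO wells and -100% = cell-free medium wells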
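Using the IDH1-knockdown HT-1080 line run in the same batch and compound series as the NT line, viability after 48 h at 37 °C was determined by CellTiter-Glo luminescence and expressed as % activity.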
HT1080-NT tox = kills 2HG-producing HT-1080-NT fibrosarcoma cells | Potency, µM (doses to about 46.1 µM), for inactives: at the highest dose activity, negative = less viability, actives largely listed as cytotoxic | 360,000 compounds, 1.6% hits | HT-1080-NT fibrosarcoma viability, CellTiter-Glo ATP luminescence, 48 h;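 further: NT is the 2HG producing partner of a matched IDH1 knockdown line; potency means the concentration at half of the fitted maximal effect; 0% = DMSO-treated cells and -100% = media-only wells without cells; nearly all actives have a fitted effect of over 55% in size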
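HT-1080-NT fibrosarcoma cells (2HG-overproducing), 750 cells/well in RPMI with 5% FBS, dosed after 2 h and incubated 48 h at 37C. CellTiter-Glo luminescence normalized to DMSO and no-cell wells; concentration-response curves fitted and classed.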
KB-V1 MDR tox = kills drug-selected multidrug resistant KB-V1 cells; KB-V1 MDR cells viability, CellTiter-Glo, 72 h; AID 1347076; Potency, µM (series often up to 46.1 µM), for the others: at the highest dose activity change, negative = cytotoxicity, usual class: cytotoxic; 400,000 compounds, 3.4% hits; further: potency means the concentration at half of the fitted maximal effect; on the % scale 0 is the no-effect control and ±100 the full control effect; nearly all actives have a fitted effect of over 60% in size
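Drug-selected KB-V1 cells, grown in DMEM lacking phenol red with 10% FBS, receive compound titrations; after three days at 37 degrees C, surviving cell ATP is quantified by CellTiter-Glo luminescence and responses normalized and curve-fitted.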
The depositor's hits bear a star; ? = inconclusive; . = no result given; & = joins results of further samples; [ ] = another dose, or the depositor's remark. Unless noted, the call rests on the fitted dose curve; in most records, active means well fitted curve in the direction sought with a large enough effect; inconclusive means small, poorly fitted or top-dose-only effect, or another doubt; inactive means no such curve, though single readings can be large; an effect the other way counts as inactive or inconclusive. Hits appear at their usual frequency, and some 12% of all compounds hit somewhere here.

SMILES	DRD3 antagonist	GLP1R ag	DRD3 agonist	IL-1B inflam inh	KB-3-1 tox	SW480 rerep	HT1080 IDH1KD tx	HT1080-NT tox	KB-V1 MDR tox
COC(=O)c1nn(C)c(=O)[nH]c1=O	13.5	6.7%	1.6	6.6	-1.7%	1.1%	13.6%	15.1%	-0.1%
Nc1ccc(SCc2cccnc2)cc1	4.8	10.7%	10.6	9.4	3.0%	-3.0%	3.2%	4.7%	-0.5%
CCN(CC)c1ccc(NC(=O)C2CCC(CNc3c(N4CCCC4)c(=O)c3=O)CC2)c(C)c1 (configuration not stated)	4.9	-1.9%	-11.1	0.0	0.0%	-37.2%[inhibitor]	1.9%	25.5%	7.9%
O=C(O)CCCn1cc(NC(=O)COc2ccc(F)cc2)cn1	3.6	2.7%	6.7	22.7	8.9%	1.2%	3.4%	4.7%	?
Cc1ccc2c(c1)CN1CN2Cc2cc(C)ccc21	8.1	-5.3%	-4.6	-12.9	0.5%	-24.5%	9.0%	6.8%	-3.9%
COc1ccc(-c2cc(C(=O)Nc3c(C)n(C)n(-c4ccccc4)c3=O)c3ccccc3n2)cc1OC	1.6	12.6%	23.3	3.5	-5.0%	-3.7%	-24.6%	?	?
CCOC(=O)C1CCN(C(=O)CSc2nccc(C)n2)CC1	24.0	16.6%	4.1	2.5	6.8%	-11.8%	8.3%	16.6%	-15.0%
COC(=O)[C@]12CCCCC=C1N(Cc1ccco1)C(=O)[C@H](CC(=O)N1CCOCC1)C2	5.2	3.3%	2.4	-1.5	14.7%	.	7.0%	20.0%	9.2%
Cc1ccc(NC(=O)CCNS(=O)(=O)c2cccs2)cc1F	-8.5	-1.9%&0.1%	0.9&2.9	-15.9	5.1%&13.9%	-4.3%	17.5%	12.3%	?
CC1(C)CC(=O)C=C(Nc2ccc3c(c2)OCCO3)C1	?	-32.1%[inhibitor]	3.6	-8.9	0.4%	3.5%	-4.7%	1.7%	7.5%
O=C(Nc1ccc(Cc2ccncc2)cc1)C1CC1	-10.4	-1.4%	-0.4	11.4	0.4%	9.5%	18.6%	-1.7%	?
CC(C)(C)c1cc2nc(NCc3cccc(Cl)c3)ccn2n1	-7.3	-0.1%	-3.8	-18.8	0.0%	.	-24.1%	?	4.4%

Exported as a markdown table: part of the list above
| SMILES | DRD3 antagonist | GLP1R ag | DRD3 agonist | IL-1B inflam inh | KB-3-1 tox | SW480 rerep | HT1080 IDH1KD tx | HT1080-NT tox | KB-V1 MDR tox |
| --- | --- | --- | --- | --- | --- | --- | --- | --- | --- |
| COC(=O)c1nn(C)c(=O)[nH]c1=O | 13.5 | 6.7% | 1.6 | 6.6 | -1.7% | 1.1% | 13.6% | 15.1% | -0.1% |
| Nc1ccc(SCc2cccnc2)cc1 | 4.8 | 10.7% | 10.6 | 9.4 | 3.0% | -3.0% | 3.2% | 4.7% | -0.5% |
| CCN(CC)c1ccc(NC(=O)C2CCC(CNc3c(N4CCCC4)c(=O)c3=O)CC2)c(C)c1 (configuration not stated) | 4.9 | -1.9% | -11.1 | 0.0 | 0.0% | -37.2%[inhibitor] | 1.9% | 25.5% | 7.9% |
| O=C(O)CCCn1cc(NC(=O)COc2ccc(F)cc2)cn1 | 3.6 | 2.7% | 6.7 | 22.7 | 8.9% | 1.2% | 3.4% | 4.7% | ? |

More records follow:
SMILES	DRD3 antagonist	GLP1R ag	DRD3 agonist	IL-1B inflam inh	KB-3-1 tox	SW480 rerep	HT1080 IDH1KD tx	HT1080-NT tox	KB-V1 MDR tox
Cc1nc2cc(-c3ccc(Cl)cc3)nn2c(NCCN(C)C)c1C	18.0	25.5%	-10.1	-75.4*	-21.5%	?	-15.7%	?	-16.5%
CCCCN(c1nc2ccccc2nc1Cl)S(=O)(=O)c1ccc(C)cc1	-0.8	16.2%	0.0	7.6	-19.9%	-9.3%	?	-24.6%	?
Cc1ccc(C)c(OCCC(=O)Nc2cc(S(=O)(=O)N3CCCCC3)ccc2C)c1	-3.0	14.1%	4.9	-24.9	-3.1%	-0.7%	-16.7%	-15.8%	-14.8%
CC(C)c1[nH]nc2c1C(c1ccc(OC(=O)c3ccco3)cc1)C(C#N)=C(N)O2 (configuration not stated)	7.1	-2.8%	5.0	-27.1	3.7%	3.4%	-27.9%	1.6%	6.9%
S=c1[nH]nc(Cc2noc3ccccc23)n1-c1ccccc1	-18.9	0.3%	-0.8	-19.3	-10.8%	-3.9%	0.0%	0.0%	-14.1%
CCCN(C(=O)c1cn(-c2ccccc2)nc1-c1ccc(OC)cc1)C1CCS(=O)(=O)C1 (configuration not stated)	-7.9	-1.8%	-16.8	-22.3	25.4%	-6.6%	-4.0%	-3.9%	?
O=C(COc1ccccc1)OC(C(=O)c1ccccc1)c1ccccc1 (configuration not stated)	-15.5	0.6%	-4.6	8.0	-9.4%	10.2%	5.7%	9.7%	-2.3%
COC(=O)c1ccn(CSc2cc(Cl)ccc2Cl)n1	-4.8	5.5%	-3.6	-28.1	26.1%	-6.2%	8.4%	8.2%	28.2%
CCN(C(=O)COC(=O)CSc1ccccc1)c1c(N)n(Cc2ccccc2)c(=O)[nH]c1=O	-9.7	-6.0%	-6.8	11.1	4.5%	-1.8%	-9.0%	-3.3%	19.6%
Cc1ccc(C)n1-c1nn(S(=O)(=O)c2ccccc2)c2cccc(F)c12	-24.8	12.2%	-5.3	-13.7	?	0.1%	1.9%	-1.7%	-12.4%
CCOC(=O)[C@]12CCC=C1N(Cc1ccco1)C(=O)[C@H](CC(=O)NCCC(C)C)C2	7.9	3.7%	2.6	7.6	21.2%	.	7.8%	11.4%	-12.2%
CSc1nc2c([nH]c3ccccc32)c(=O)n1-c1ccc(C)cc1	.	0.2%	7.1	.	3.6%	.	.	.	0.9%
C=CCSc1nnc(NC(=O)Cc2ccc(OC)c(OC)c2)s1	11.9	8.7%	-6.0	65.1	2.5%	-2.9%	18.3%	5.1%	?
CCCOc1ccc(N2C(=O)C/C(=C\c3ccccc3)C2=O)cc1	5.0	-2.6%	5.5	-11.5	0.9%	-1.4%	1.4%	-1.5%	5.6%
O=CNc1ccc2c3c(cccc13)-c1ccccc1-2	-0.6	25.0%	9.5	-25.7	-13.7%	2.31µM*	-4.7%	-10.6%	?
O=C(OCc1ccccc1)c1ccccc1O	1.5	15.1%	-10.2	-14.8	0.0%	4.8%	8.4%	4.1%	-7.5%
O=C(N/N=C/c1cccc([N+](=O)[O-])c1)c1cc(-c2ccc3c4c(cccc24)CC3)n[nH]1	-1.6	-3.1%	-4.4	-3.4	1.3%	-81.0%[inhibitor]	-8.2%	-19.5%	10.8%
Cc1ccc(S(=O)(=O)c2nc(-c3ccccc3Cl)oc2N(C)C)cc1	12.5	0.0%	2.8	33.9	18.4µM*	?	?	?	10.3µM*
CC1CCN(Cc2c(C(=O)O)nnn2-c2nonc2N)CC1	-17.3	-2.4%	4.1	-2.9	2.9%	-7.7%	1.1%	1.3%	-20.1%
CCOC(=O)C(NC(=O)CC)(Nc1nc2c(s1)CCCC2)C(F)(F)F (configuration not stated)	6.4	-5.3%	-3.9	9.5	-24.0%	10.4%	0.3%	-0.3%	4.3%
COc1ccc(Br)cc1C(=O)NC(=S)Nc1ccc(Cl)c(C(=O)O)c1	-23.3	14.5%	-4.8	24.3	0.9%	-3.5%	-8.7%	-15.2%	-10.0%
O=C(COC(=O)C1CCC1)NCc1ccccc1Cl	-4.6	16.1%	-3.9	19.5	-2.8%	-6.7%	-11.2%	3.0%	2.6%
CC1(C)c2[nH]c3ccccc3c2C[C@H]2C(=O)N(Cc3cccc(F)c3)C(=O)N21	.	-0.5%	.	.	?	?	.	.	7.3%
O=C(CSC1=NS(=O)(=O)c2ccccc2N1)NCc1ccc(F)cc1	2.6	0.5%	-7.4	17.8	-1.8%	-5.9%	-5.9%	-4.0%	2.1%
CCOC(=O)Nc1ccc(S(=O)(=O)N(C)C(C)C)cc1	-20.5	-2.4%	1.5	24.0	1.2%	-10.6%	0.0%	2.7%	?
COc1ccc(CCn2c(N3CCOCC3)nc3c2c(=O)[nH]c(=O)n3C)cc1	12.4	20.2%	-4.0	28.8	-1.7%	-0.3%	1.9%	-3.0%	1.5%
CC(=O)Nc1ccc(NS(=O)(=O)c2cn(C)c(=O)n(C)c2=O)cc1	-29.7	-1.0%	-8.5	-4.7	0.0%	28.3%	-29.5%	3.9%	-5.0%
CCOc1ncccc1C(=O)N1CCN(C(c2ccccc2)c2ccccc2)CC1	14.9	8.8%	-2.7	-90.3*	-1.9%	-0.3%	-27.6%	-26.6%	?
Cc1ccc(CCC(=O)Nc2ccc(C#N)cc2)o1	2.0	-7.4%	-9.0	-13.6	1.2%	-3.2%	10.9%	10.6%	-18.2%
CCc1noc(C)c1C(=O)OCC(=O)Nc1c(F)cccc1F	-0.7	4.8%	-10.3	14.1	11.8%	-81.3%[inhibitor]	13.9%	17.4%	0.0%
CCC(CC)c1nnc(NC(=O)Cc2ccccc2[N+](=O)[O-])s1	1.2	8.7%	2.5	0.0	?	-15.5%	-4.8%	1.0%	?
CN(CC(=O)Nc1cccc(F)c1)C(=O)/C=C/c1ccc(Br)s1	-27.9	14.0%	-18.0	-28.9	-0.4%	1.6%	-1.1%	-14.2%	17.5%
Cc1cc(C)c2c(=O)c(C#N)coc2c1	-0.1	-2.1%	-12.3	-23.2	0.0%	3.7%	0.2%	26.8%	-19.2%
Cc1ccc(-c2nc(=S)c3c(n2Cc2ccco2)CCCC3)cc1	-6.5	-4.9%	-5.8	29.7	6.5%	-5.6%	-2.8%	-13.9%	0.4%
CCOC(=O)C1=C(N)Oc2ccc3ccccc3c2C1c1ccc(O)c(OC)c1 (configuration not stated)	-1.9	19.9%	4.8	-17.2	-12.9%	1.0%	?	20.6µM*	-0.4%
